JMJD2A Tudor: blocks the human JMJD2A Tudor domain; O75164; AlphaScreen JMJD2A-Tudor / H3K4me3 peptide binding; Potency, µM (doses to about 114 µM), inactives show at the top dose activity change, negative = inhibition, hits mostly inhibitors; actives 4.4% (n = 390,000); AID 504339; note: potency is the fitted concentration of half-maximal effect; % is set by controls: 0 for no effect and ±100 for the full control effect; nearly all actives have a fitted effect of over 50% in size
Tb PGK inh: T. brucei PGK inhibition; P07378; PGK/GAPDH coupled, Kinase-Glo luminescence, 60 min; Potency, µM (titrated, usually from 57.5 µM), for the others: at the top dose activity change, negative = inhibition, most hits filed as inhibitors; actives 0.043% (n = 380,000); AID 602233; note: potency is the fitted concentration of half-maximal effect; % is set by controls: 0 for no effect and ±100 for the full control effect; nearly all actives have a fitted effect of over 60% in size
Target sequence (P07378 whole entry, looked up): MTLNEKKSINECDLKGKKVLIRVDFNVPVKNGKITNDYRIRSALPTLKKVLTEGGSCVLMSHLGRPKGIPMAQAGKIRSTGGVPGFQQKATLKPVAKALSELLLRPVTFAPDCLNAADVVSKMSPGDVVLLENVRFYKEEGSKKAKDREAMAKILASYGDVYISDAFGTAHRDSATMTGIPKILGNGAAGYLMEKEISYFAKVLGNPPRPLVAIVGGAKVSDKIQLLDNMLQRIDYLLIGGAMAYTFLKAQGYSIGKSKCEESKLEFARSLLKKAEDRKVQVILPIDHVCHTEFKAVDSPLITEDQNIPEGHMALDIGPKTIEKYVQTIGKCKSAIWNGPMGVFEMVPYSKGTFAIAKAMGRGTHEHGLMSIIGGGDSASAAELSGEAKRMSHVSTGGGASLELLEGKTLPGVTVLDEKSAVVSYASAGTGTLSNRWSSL
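Luminescent ATP detection (Kinase-Glo Plus) follows a 60-minute room-temperature incubation, with wells lacking PGK as controls. Buffer: 100 mM TEA (pH 7.6), 5 mM MgCl2, 0.01% Tween-20. Coupling enzyme GAPDH (100 nM final) supplies unstable 1,3-BPG in-well.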
Pin1 inhibitor: inhibitors of human Pin1. Potency, µM (highest dose often 115 µM), inactives show at the highest dose activity, negative = inhibition, usual class: inhibitors. Pin1 FP peptide displacement, HiFluor488, 10 min. actives 0.009% (n = 390,000). Q13526; active = well fitted inhibition curve with a large enough effect in the polarisation, with a control signal flat, not every such curve was filed as active; inconclusive = small, poorly fitted or top-dose-only effect, or effect the other way, or a change in a side signal; inactive = no such curve, though single readings can be large or run the other way; the % refers to the polarisation; note: potency is the fitted concentration of half-maximal effect; % is set by controls: 0 for no effect and ±100 for the full control effect
Target sequence (Q13526 whole entry, looked up): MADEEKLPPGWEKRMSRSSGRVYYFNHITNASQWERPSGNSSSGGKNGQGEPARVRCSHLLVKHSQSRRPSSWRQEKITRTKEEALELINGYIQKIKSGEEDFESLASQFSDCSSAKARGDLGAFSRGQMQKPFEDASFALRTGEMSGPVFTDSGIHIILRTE
GLS inhibitor: blocks human kidney-isoform glutaminase activity; O94925; GLS enzymatic activity, qHTS titration; Potency, µM (titrated, usually from 45.5 µM), inactives show at the highest dose activity change, negative = inhibition, actives largely listed as inhibitors; actives 0.21% (n = 410,000); note: potency is the fitted concentration of half-maximal effect; % is set by controls: 0 for no effect and ±100 for the full control effect
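Assay buffer: 45 mM KH2PO4 pH 8.2, 0.02% Tween-20. hKGA acts on L-glutamine (1 mM solution added); product glutamate is reported by an oxidase/peroxidase Amplex Red coupling, with fluorescence taken at baseline and 30 min.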
PI4K2A inh: PI4K2A (human) kinase inhibition | Q9BTU6 | activity change, negative = inhibition, % at 76.9 µM | actives 0.13% (n = 420,000) | purified PI4K2A, ADP-Glo luminescence, 1 h; active compounds read low; in the data active = activity change below about -50%; inconclusive = mostly about -30% to -49%;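 note: -100% = wells without enzyme as full effect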
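In this quantitative HTS, ADP production by PI4K2A was quantified luminescently after 1 h at ambient temperature; 100 microM adenosine served as plate-quality control.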
POLH inh: inhibitors of human DNA polymerase eta; Q9Y253; Potency, µM (doses to about 114 µM), inactives show at the highest dose activity change, negative = inhibition, most hits filed as inhibitors; recombinant Pol eta, fluorescent DNA replication assay; actives 1.2% (n = 390,000); AID 588591; note: potency is the fitted concentration of half-maximal effect; % is set by controls: 0 for no effect and ±100 for the full control effect
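Pol eta at 10 nM preincubated with compounds 15 min at room temperature; reaction started with fluorescent substrate (50 nM final) and read kinetically at 0 and 10 min.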
HP1b binding inh: inhibitors of HP1-beta chromodomain binding to methylated histone tails | P83916 | AlphaScreen HP1-beta / biotin-H3K9me3 peptide binding | Potency, µM (highest dose often 114 µM), for the others: top-dose activity change, negative = inhibition, most hits filed as inhibitors | actives 0.56% (n = 390,000); note: potency is the fitted concentration of half-maximal effect; nearly all actives have a fitted effect of over 70% in size; inactives centre near 23
Target sequence (P83916 whole entry, looked up): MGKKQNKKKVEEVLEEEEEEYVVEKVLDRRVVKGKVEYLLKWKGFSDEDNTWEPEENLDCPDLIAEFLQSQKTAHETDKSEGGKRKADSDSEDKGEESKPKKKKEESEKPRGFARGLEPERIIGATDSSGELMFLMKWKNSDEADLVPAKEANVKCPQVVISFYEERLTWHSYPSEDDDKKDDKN
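Compound inhibition of the preformed complex between 50 nM HP1-beta and 50 nM biotinylated H3K9me3 peptide was read by AlphaScreen. Buffer was PBS pH 7.4 with 0.01% Tween-20. Incubations ran 30 min at room temperature, with 10 ug/mL donor/acceptor beads.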
BAZ2B inh: inhibitors of human BAZ2B bromodomain. Q9UIF8. AlphaScreen BAZ2B-H3K14Ac peptide displacement. Potency, µM (series often up to 114 µM), for inactives: at the top dose activity change, negative = inhibition, usual class: inhibitors. actives 4.4% (n = 360,000); note: potency is the fitted concentration of half-maximal effect; % is set by controls: 0 for no effect and ±100 for the full control effect; nearly all actives have a fitted effect of over 60% in size
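AlphaScreen displacement of biotin-H3(5-23)K14Ac peptide (50 nM final) from BAZ2B (50 nM final) in PBS pH 7.4, 0.01% Tween-20; complex preformed 30 min RT, then compounds (top 110 uM) 30 min RT, beads 20 min dark.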
G9a inh: G9a (human) methyltransferase inhibition; Q96KQ7; G9a H3K9 monomethylation, AlphaScreen, 2 h; Potency, µM (highest dose often 102 µM), without a hit: at the top dose activity, negative = inhibition, most hits filed as inhibitors; actives 8.8% (n = 350,000); AID 504332; note: potency is the fitted concentration of half-maximal effect; % is set by controls: 0 for no effect and ±100 for the full control effect; nearly all actives have a fitted effect of over 75% in size
Target sequence (Q96KQ7 913-1193 limits assumed): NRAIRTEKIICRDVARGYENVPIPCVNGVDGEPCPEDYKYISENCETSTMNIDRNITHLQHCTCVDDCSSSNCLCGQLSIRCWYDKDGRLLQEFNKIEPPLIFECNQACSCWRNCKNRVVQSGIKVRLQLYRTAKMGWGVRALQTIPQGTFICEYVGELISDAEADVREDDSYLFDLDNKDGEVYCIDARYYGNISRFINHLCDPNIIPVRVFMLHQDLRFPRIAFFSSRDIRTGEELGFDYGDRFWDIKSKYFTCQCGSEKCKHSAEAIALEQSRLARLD
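Compounds were preincubated with 20 nM G9a for 15 min, after which biotinylated H3K9 peptide (500 nM) and SAM (20 uM) started a 2 h room-temperature reaction. Monomethylated product was quantified by antibody-based AlphaScreen chemiluminescence.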
* = called active by the depositor; i = inactive; ? = inconclusive; · = no result given; & = joins results of further samples; [ ] = dose if it differs, or a comment. Unless noted, calls come from the whole dose curve; as a rule, active = well fitted curve in the direction sought with a large enough effect; inconclusive = small, poorly fitted or top-dose-only effect, or another doubt; inactive = no such curve, though single readings can be large; an effect the other way counts as inactive or inconclusive. A portion of the library; rates above refer to the full screens.

JMJD2A Tudor | Tb PGK inh | Pin1 inhibitor | GLS inhibitor | PI4K2A inh | POLH inh | HP1b binding inh | BAZ2B inh | G9a inh | mol
? | -2.8% | -0.4% | -16.1% | -3.7 | -2.7% | 6.6% | 50.1µM* | 5.4% | CC1=CC(c2ccccc2)n2nc(NC(=O)CCCC(=O)O)nc2N1 (centres undefined)
1.4% | -8.0% | -3.2% | -14.7% | 1.1 | -13.4% | 46.9%[activator] | -12.7%[57.1 µM] | 15.1% | CC1Sc2ccc(S(=O)(=O)CCC(=O)Nc3ccccn3)cc2NC1=O (centres undefined)
-12.4% | -8.9% | 7.2% | -13.7% | -3.9 | -14.0% | 7.8% | -0.1% | 18.3%[59 µM] | CCCOc1ccc(N2C(=O)CC(N(Cc3ccc(OC)cc3)C(=S)Nc3ccccc3)C2=O)cc1 (centres undefined)
-4.8% | -4.1% | -0.9% | -21.8% | 2.9 | -16.8% | 25.8% | 0.0% | 2.6% | CC(OC(=O)CNC(=O)c1cccc(F)c1)C(=O)NC1CCCCC1C (centres undefined)
-30.5% | -5.4% | 5.8% | 7.1% | -2.2 | -10.0% | 11.1% | -19.5% | -0.3%[59 µM] | CC(=O)c1ccc(-c2ccc([C@H]3[C@@H]4C=CCC[C@@]4(C)C(=O)N3Cc3ccccc3)c(F)c2)cc1
-10.0% | -5.4% | -1.1% | 10.5% | 1.2 | -8.6% | 12.0% | -0.4% | -4.6%[12.7 µM] | CCOC(=O)Nc1cccc(OCC(=O)Nc2ccccc2OCC)c1
-10.3% | -1.2% | 9.7% | 10.3% | -2.9 | 3.3% | 31.9% | -10.0% | · | Cc1ccc(N2C(=NC(=O)c3ccccc3)SC3CS(=O)(=O)CC32)cc1 (centres undefined)
-4.8% | -7.8% | 0.1% | -20.3% | 2.5 | -8.1% | 27.3% | -15.0% | 3.3% | O=C(COC(=O)c1ccc(O)cc1)Nc1ccc(OC(F)F)cc1
-28.3% | 0.8% | -1.7% | 12.4% | 0.2 | -15.2% | 27.2% | 5.8% | -14.4% | O=S(=O)(NCCCN1CCN(c2ccccc2F)CC1)c1cccc2cccnc12
? | i | 1.5% | 2.4% | -7.3 | -11.5% | 3.1% | -33.4% | ? | COC(=O)c1c(NC(=O)c2ccc([N+](=O)[O-])o2)sc2c1CCN(C(C)C)C2
-19.3% | -2.7% | -1.7% | 1.1% | -2.1 | -5.4% | 52.9% | 1.4% | 12.1%[2.33 µM] | COc1ccc(C(=O)N2CCN(S(=O)(=O)c3ccc4c(c3)OCCO4)CC2)cc1OC
? | -2.9% | 2.9% | 5.3% | -8.2 | -2.5% | 35.6% | ? | 4.9% | COc1ccc(-c2cc(C(F)(F)F)n3nc(C(=O)NCCCn4ccnc4)cc3n2)cc1
-14.9% | 1.2% | -2.0% | 45.8%[activator] | 2.2 | 3.3% | 9.7% | -12.8% | 1.4% | NC(=O)c1ccc(NC(=O)CSc2nnc(-c3ccncc3)n2Cc2ccco2)cc1
1.4% | -0.9% | -2.8% | -0.7% | 4.7 | -14.3% | 55.1%[activator] | 19.3% | 21.8% | COc1ccccc1CN(C)C(=O)C(c1ccccc1)c1ccccc1
-5.0% | -0.1% | 9.3% | -1.0% | 5.5 | -3.1% | 32.5% | -9.8% | -1.7%[12.7 µM] | Cc1cc(C)c(S(=O)(=O)N2CCC(N3CCN(Cc4ccc(F)cc4)C(=O)C3=O)CC2)c(C)c1
-4.8% | 1.3% | -0.2% | 4.4% | -0.3 | -9.3% | 21.6%[57 µM] | 4.7% | -3.1%[59 µM] | CC(=O)N1CCCc2cc(S(=O)(=O)N3CCN(c4ccccc4F)CC3)ccc21
-16.4% | · | -0.8% | 0.3% | -5.1 | -0.7% | 37.6% | -23.2% | -6.1% | CCOc1cc(/C=C\c2nc(O)c([N+](=O)[O-])c(=O)[nH]2)ccc1OC(C)CC (centres undefined)
-6.7% | · | 3.6% | 3.8% | 2.1 | -9.1% | 20.6% | 2.6% | 13.1%[59 µM] | CC1/C(=N/O)CC(c2ccccc2)N(C)C1c1ccccc1 (centres undefined)
-24.6% | -4.2% | -6.7% | 7.2% | -1.7 | -6.9% | 53.8%[activator] | 6.2% | -5.6%[59 µM] | COc1ccc(C2C(C(=O)Nc3cccnc3)=C(C)Nc3nc(-c4cccs4)nn32)cc1OC (centres undefined)
-7.6% | -3.4% | -1.9% | -3.1% | -2.4 | -13.8% | 34.3% | -25.1% | 18.5%[59 µM] | Cc1ccc(NS(=O)(=O)c2c(C)[nH]c(C)c2C(=O)N2CCCCC2)c(Br)c1

Printed as active in BAZ2B inh, of those listed so far:
JMJD2A Tudor | Tb PGK inh | Pin1 inhibitor | GLS inhibitor | PI4K2A inh | POLH inh | HP1b binding inh | BAZ2B inh | G9a inh | mol
? | -2.8% | -0.4% | -16.1% | -3.7 | -2.7% | 6.6% | 50.1µM* | 5.4% | CC1=CC(c2ccccc2)n2nc(NC(=O)CCCC(=O)O)nc2N1 (centres undefined)

New compounds follow:
JMJD2A Tudor | Tb PGK inh | Pin1 inhibitor | GLS inhibitor | PI4K2A inh | POLH inh | HP1b binding inh | BAZ2B inh | G9a inh | mol
-26.5% | -10.9% | -11.7% | -7.5% | -3.1 | -28.9% | 13.0% | -30.4% | ? | O=[N+]([O-])c1ccc(Oc2ccc(S(=O)(=O)Nc3ccccc3)cc2)cc1
-23.1% | 2.8% | -13.1% | -1.3% | 3.9 | 8.9% | 13.5% | ? | ? | O=C(CCl)Nc1ccc(Sc2ccc(NC(=O)CCl)cc2)cc1
-22.7% | i | -4.9% | 16.2% | 0.6 | -1.9% | 15.3% | 1.6% | -1.1% | C=CCn1c(O)c(N=O)c2cc(C)ccc21
-10.7% | 0.2% | 5.3% | -0.9% | 0.0 | -25.4% | 9.2% | -21.7% | 11.4%[59 µM] | Cc1ccc(N(Cc2cc3ccccc3[nH]c2=O)S(=O)(=O)c2ccccc2)cc1
-3.5%&-8.2% | 4.7%&-7.5% | -0.8%&4.0% | 46.2%[activator] | 3.9&1.5 | -5.2%&-18.1% | 24.5%&23.4% | ? | -6.6% | Cn1c(=O)n(C)c2cc(NS(=O)(=O)c3ccc(F)cc3)ccc21
-0.7% | -4.3% | 5.1% | 9.6% | -3.7 | 0.5% | 43.2%[activator] | -11.7% | 4.3% | O=C(C(=O)N1CCN(c2ccc(F)cc2)CC1)N1CCCCC1
-9.8% | i | -0.2% | -4.4% | -2.9 | -1.1% | 37.0% | -1.4% | -32.3% | CCCC(CCC)C(=O)Oc1cc(C)[nH]c(=O)c1[N+](=O)[O-]
-10.7% | 0.9% | 0.1% | 10.9% | -1.9 | -8.0% | 27.2% | -22.6% | 3.6%[59 µM] | C/C(CC1(O)C(=O)N(Cc2ccccc2)c2ccccc21)=N\O (centres undefined)
-17.9% | i | ? | -5.3% | 2.1 | -11.6% | 36.5% | 1.0% | 39.8µM* | CN1CCN(C2=C(Cl)C(=O)N(C3CCCCC3)C2=O)CC1
-16.2% | i | 3.0% | -13.5% | 0.3 | -4.7% | 15.1% | -12.2% | 8.91µM* | Cc1cc(C)c2c(c1)C1C=CCC1C(c1ccc(S(=O)(=O)N3CCOCC3)cc1)N2 (centres undefined)
-11.4% | -7.8% | 3.6% | -3.8% | -3.9 | -11.7% | 67.1%[activator] | -2.4% | 17.8%[59 µM] | O=C(Cn1ncc2c([nH]c3ccccc32)c1=O)Nc1ccc(F)cc1F
5.7% | -5.4% | 1.4% | 7.6% | 1.2 | -23.0% | 45.1%[activator] | 2.3% | -24.8%[2.33 µM] | CCc1noc(C)c1C(=O)NNC(=O)c1cc(OC)cc(OC)c1
4.8% | 9.2% | 1.0% | 0.3% | -4.9 | 8.9% | 12.5% | -4.1% | 19.8% | C[C@H](NC(=O)[C@@H]1Cc2ccccc2CN1C(=O)OC(C)(C)C)C(=O)NC1CCCC1
-26.2% | -0.6% | -3.7% | 8.1% | 3.4 | -16.0% | 26.7% | ? | · | CCOc1ccccc1NC(=S)NC(=O)c1ccco1
-17.4% | i | -7.4% | -1.6% | -3.2 | -17.1% | 16.8% | -3.3% | 20.1% | Cc1ccc(CN2CC(C(=O)N(C)CC(=O)Nc3cccc(F)c3)CC2=O)cc1 (centres undefined)
-0.8% | -4.0% | 6.0% | -0.7% | 4.4 | -2.4% | 32.8% | -4.3% | -7.0%[59 µM] | CCCS(=O)(=O)C(=C1Nc2ccccc2N1)S(=O)(=O)CCC
4.4% | i | 65.2%[activator] | ? | -1.9 | -14.3% | 91.0%[activator] | -3.8% | 13.3%[59 µM] | Cc1ccc(C)c(S(=O)(=O)c2nnn3c2nc(N2CCOCC2)c2sccc23)c1
· | -4.2% | · | 4.4% | -1.5 | -0.3% | · | · | · | COC(=O)C=CSC(=S)C1CCCC1=N (centres undefined)
-9.2% | -2.7% | 3.5% | 1.7% | 0.3 | 7.5% | 26.1% | -0.5% | 9.0%[59 µM] | CNC(=O)c1ccc2c(c1)nnn2C
? | i | 0.7% | -26.0% | 1.1 | -13.8% | -8.6% | -38.9% | 50.1µM* | Cc1cccc(N/N=C/c2ccncc2)c1
-5.0% | -7.0% | 2.1% | -3.9% | 0.1 | -15.3% | 27.0% | -1.1% | 1.6% | CCOC(=O)C1(Cc2ccccc2C(F)(F)F)CCN(CC2CC2)CC1
-4.2% | 4.4% | -1.1% | 8.1% | 3.2 | -22.9% | 44.6%[activator] | -2.9% | 15.7% | CCOc1ccc(N(CC(=O)NCc2cccnc2)S(=O)(=O)c2ccc(F)cc2)cc1
3.4% | -9.1% | -0.1% | -4.9% | 2.4 | -18.8% | 39.2%[activator] | -1.0% | 15.4% | O=C(c1cc2cc(Br)ccc2o1)N1CCOCC1
